RGS4 block: inhibitors of human RGS4; HEK293 M3R/RGS4 inducible, Fluo-4 calcium flux; active compounds read high; triggered by carbachol at its EC20; B-score at 10 µM; hit rate 0.45% among 310,000; AID 463165;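 active = B-score, a plate-corrected calcium signal, over three deviations above library mean, with baseline fluorescence within five deviations of library mean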;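 also: RGS4 expression induced by doxycycline in cells with stable M3 receptor; B-score is computed from the integrated fluorescence ratio over baseline after carbachol; higher B-score means a larger calcium signal and so more RGS4 inhibition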
GSK3beta inhib: blocks human GSK3beta kinase activity | GST-GSK3beta kinase, ADP-Glo luminescence, 60 min; active compounds read low | hit rate 0.038% among 300,000 | AID 2097 | activity score (negative = inhibition), % at 10 µM | P49841;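 active = more than half of replicate wells score below -50%, meaning over 50% inhibition versus plate controls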;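 also: 0% = median DMSO wells and -100% = median GW8510 positive control wells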
Target sequence (P49841 whole entry, looked up): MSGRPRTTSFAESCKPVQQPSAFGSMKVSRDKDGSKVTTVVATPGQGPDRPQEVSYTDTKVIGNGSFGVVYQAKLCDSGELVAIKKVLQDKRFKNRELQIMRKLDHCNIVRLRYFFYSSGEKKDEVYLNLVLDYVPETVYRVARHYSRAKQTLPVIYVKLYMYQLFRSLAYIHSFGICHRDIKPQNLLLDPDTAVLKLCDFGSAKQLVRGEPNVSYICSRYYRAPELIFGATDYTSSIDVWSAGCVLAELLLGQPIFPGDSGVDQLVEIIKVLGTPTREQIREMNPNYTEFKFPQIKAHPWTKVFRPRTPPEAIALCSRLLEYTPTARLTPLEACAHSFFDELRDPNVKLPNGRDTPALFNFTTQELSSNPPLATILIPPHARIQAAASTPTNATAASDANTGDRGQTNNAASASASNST
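Assay system: GST-fused GSK3beta enzyme, cell-free / Medium: Tris pH 7.5 buffer with MgCl2, DTT, BSA, heparin / Also added: peptide substrate plus 25 µM ATP (final) / Compound: 10 µM single point / Timing: kinase reaction with compound 60 min at room temperature / Detection: ADP-Glo luminescence / Benchmarks: DMSO neutral wells and GW8510 at 20 µM as positive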
KCNK3 block: human KCNK3 channel inhibition, primary screen | CHO-KCNK3 thallium flux, FluxOR fluorescence; active compounds read low | B-score at 10 µM | hit rate 0.84% among 340,000;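 active = B-score under library mean minus 4 SD, starting fluorescence ratio at most library mean plus 5 SD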;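 also: more negative B-score means stronger inhibition of thallium flux through KCNK3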
KCNQ1 pot: potentiates or activates the human KCNQ1 potassium channel | P51787 | hit rate 0.35% among 310,000 | B-score at 10 µM | CHO-K1 KCNQ1, thallium flux FluxOR fluorescence; active compounds read high;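 active = fluorescence ratio B-score, a plate-corrected score, at least three library SD, with initial intensity B-score within 5 SD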
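Assay system: CHO-K1 cells stably expressing KCNQ1. Medium: assay buffer for compound exposure, DMSO matched across wells. Timing: 37 °C overnight plating, 90-min dark dye load, 20-min compound pretreatment. Signal: kinetic FluxOR fluorescence, 10 s baseline plus 110 s post-stimulus.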
KCNQ1 inh: inhibitors of human KCNQ1 potassium channel; P51787; CHO-K1 KCNQ1, FluxOR thallium flux fluorescence; active compounds read high; B-score at 10 µM; hit rate 1.3% among 310,000; AID 2642;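 active = compounds whose thallium flux B-score, printed positive for inhibition, exceeds three library SD while starting fluorescence stays within three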;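 also: channel opened by potassium depolarization with thallium stimulus after 20 min compound exposure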
hERG rescue: compounds protecting human hERG from proarrhythmic drug block; hit rate 0.51% among 310,000; activation (rescue from dofetilide block), less the hit threshold, % at 10 µM; AID 1511; Q12809; CHO-hERG, FluxOR thallium flux, dofetilide IC70 present;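 active = activation above the mean of controls blocked by dofetilide plus 5 SD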;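 also: thallium influx through hERG after potassium depolarization seen as dye fluorescence rise; in these data hits start at about 4.7%; inactives centre near -7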
PolyA inh: inhibitors of polyadenylation in S. cerevisiae; AID 1875; calls only at 12 µM; S. cerevisiae SKY197-pL101 polyadenylation reporter, beta-gal luminescence; efflux-impaired pdr1/pdr3 knockout yeast; score 100 = 6 SD above DMSO; hit rate 0.02% among 300,000;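 active = lowest replicate activity score at least 50, where 100 means six control SD above control mean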;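 also: yeast exposed to compound for 9 h at 30 °C; higher score means more reporter readthrough which indicates perturbed polyadenylation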
RGS4 act: potentiators or activators of RGS4; HEK293 M3R/inducible RGS4, carbachol calcium flux Fluo4; active compounds read low; B-score at 10 µM; hit rate 0.92% among 310,000;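 active = B-score of the integrated calcium signal more than 4 SD below the library mean, with starting fluorescence not abnormally high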;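 also: negative B-score means reduced calcium response which marks RGS4 activation or potentiation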
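Assay system: HEK293 FlpIn-TREx cells, stable M3R, doxycycline-inducible RGS4 / Probe or stimulus: carbachol, ECmax concentration / Times: overnight RGS4 induction, 30 min dye load 37 °C, 20 min compound RT / Signal: kinetic calcium fluorescence imaging with Fluo4-AM dye, 2 µM / Measure: Agonist-evoked peak-minus-minimum fluorescence over baseline, integrated ratio, B score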
GSK3A inh: inhibitors of human GSK-3 alpha kinase | inhibition, % at 10 µM | AID 2650 | ADP-Glo luminescence, 60 min | P49840 | hit rate 0.1% among 320,000;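 in the data active = inhibition above about 50%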;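 also: GST-tagged GSK-3 alpha with peptide substrate and 25 µM ATP; 0% = DMSO neutral wells and 100% = GW8510 positive control wells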
Target sequence (P49840 whole entry, looked up): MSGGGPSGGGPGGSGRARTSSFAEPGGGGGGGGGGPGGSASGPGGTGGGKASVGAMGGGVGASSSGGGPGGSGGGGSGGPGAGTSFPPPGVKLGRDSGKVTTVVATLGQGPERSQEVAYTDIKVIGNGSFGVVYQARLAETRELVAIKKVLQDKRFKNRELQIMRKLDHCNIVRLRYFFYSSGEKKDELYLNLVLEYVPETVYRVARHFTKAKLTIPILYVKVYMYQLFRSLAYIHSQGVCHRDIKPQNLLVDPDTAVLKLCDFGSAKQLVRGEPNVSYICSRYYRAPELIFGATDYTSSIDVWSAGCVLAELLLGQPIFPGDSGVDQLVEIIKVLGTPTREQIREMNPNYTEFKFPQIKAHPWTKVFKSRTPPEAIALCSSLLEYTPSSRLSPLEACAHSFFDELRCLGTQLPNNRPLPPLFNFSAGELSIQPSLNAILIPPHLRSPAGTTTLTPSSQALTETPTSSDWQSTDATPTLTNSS
KCNK9 inh: human KCNK9 channel inhibition. Q9NPC2. HEK293 KCNK9, FluxOR thallium flux fluorescence; active compounds read low. B-score at 10 µM. hit rate 1.2% among 310,000;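 active = ratio B-score over 3 SD below the library mean, with starting fluorescence within 5 SD of its mean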;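 also: negative B-score means less thallium flux so channel inhibition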
DYRK1A inh: blocks rat Dyrk1A kinase activity. Q63470. ADP-Glo luminescence, NFATc1 peptide. inhibition, % at 12.5 µM. hit rate 0.43% among 310,000; in the data active = inhibition above about 50%;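 also: plate controls were vehicle with enzyme for no effect and no enzyme for full effect; many of its hits are not listed in these tables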
* hit, by the source's call; i = inactive; x = not tested or not shown.

Molecule	hERG rescue	KCNQ1 inh	KCNQ1 pot	GSK3A inh	DYRK1A inh	KCNK9 inh	GSK3beta inhib	KCNK3 block	PolyA inh	RGS4 block	RGS4 act
Cc1ccc(Cn2nc(C)c(/C=N/NC(=O)c3cccnc3)c2C)cc1	-9	i	i	1	-3	i	1	i	i	i	i
O=C(N/N=C/c1ccc2cccc(OCc3ccccc3)c2n1)c1ccc(Br)cc1	11*	i	i	-3	4	i	4	i	i	i	-10*
O=C(Oc1cccc2cccnc12)c1ccc2c(c1)OCCO2	-2	i	i	-3	1	i	2	i	i	i	i
O=C(Nc1ccc(O)cc1)c1ccccc1OCc1ccccc1	-2	i	i	-1	25	i	-2	i	i	i	i
O=C(CN(c1ccc(F)cc1)S(=O)(=O)c1ccc2c(c1)OCCO2)Nc1ccccc1	-9	i	i	-4	-2	i	2	i	i	i	i
COc1ccc(C(=O)Nn2cnc3scc(-c4cccs4)c3c2=O)c(O)c1	-13	i	i	-1	-6	i	0	-11*	i	i	i
O=C(Nc1ccccc1)c1ccc(CN2CCC(Cc3ccccc3)CC2)cc1	-5	i	i	3	2	i	0	i	i	i	i
CCCCc1nnc2c(N(C)S(=O)(=O)c3ccc(C)cc3)nc3ccccc3n12	-8	i	i	4	-4	i	0	i	i	i	i
O=C(CSc1nc2[nH]c(=O)cc(O)c2s1)Nc1cc(Cl)cc(Cl)c1	-3	i	i	-5	4	i	1	i	i	i	i
OCCOCCN1CCN(C(=S)Nc2ccccc2)CC1	-2	i	i	6	-4	i	-2	i	i	i	i
Cn1c(=O)c(=O)n(C)c2cc(S(=O)(=O)NCCOc3ccccc3)ccc21	-11	i	i	-2	-1	i	-1	i	i	i	i
CCc1cc(=O)oc2c(C)c(OCC(=O)NCC3CCC(C(=O)O)CC3)ccc12 (stereo not drawn)	-4	i	i	0	8	i	1	i	i	i	i
COc1ccc(CN2CC(C(=O)NCc3ccc4c(c3)OCO4)CC2=O)cc1 (stereo not drawn)	-15	i	i	-1	-1	i	-1	i	i	i	i
O=C(Cn1cnc2sc(-c3ccccc3)cc2c1=O)NCc1ccccc1	2	i	i	x	-6	i	-1	i	i	i	i
COc1ccc(OCC(=O)N2CCc3ccccc3C2)cc1	-8	i	i	-5	-2	i	4	i	i	i	i

(next part)
Molecule	hERG rescue	KCNQ1 inh	KCNQ1 pot	GSK3A inh	DYRK1A inh	KCNK9 inh	GSK3beta inhib	KCNK3 block	PolyA inh	RGS4 block	RGS4 act
COc1ccc(C(=O)N2CCN(C(=O)c3cc(OC)c(OC)c(OC)c3)CC2)cc1	-5	i	i	-2	-1	i	-2	i	i	i	i
Cc1ccc(NC(=S)N(CCN(C)C)Cc2cc3cc(C)ccc3[nH]c2=O)cc1	-18	i	i	1	0	i	4	i	x	i	i
Cc1sc2ncn(CC(=O)Nc3ccccc3F)c(=O)c2c1-c1ccccc1	-8	i	i	-2	x	i	-25	i	i	i	i
O=C1CC(c2ccccc2)CN1C(=O)c1cccc([N+](=O)[O-])c1 (stereo not drawn)	-10	i	i	0	-2	i	-2	i	i	i	i
CCOc1cc(NC(=S)NCCCN2CCOCC2)c(OCC)cc1NC(=O)c1cccs1	-9	i	i	3	10	i	4	i	i	i	i
O=C(c1cc(=O)c2cc(Cl)ccc2o1)N1CCN(Cc2ccccc2)CC1	-4	i	i	-1	-4	i	2	i	i	i	i
COc1ccc(C(CCN2CCN(c3ccccc3)CC2)c2c(OC)cc(OC)c3c(-c4ccccc4)cc(=O)oc23)cc1 (stereo not drawn)	-10	i	i	1	7	i	0	i	i	i	i
O=C(COC(=O)c1cc2ccccc2cc1O)NC(=O)NCc1ccco1	-16	i	i	0	3	i	2	i	i	i	i
Nc1ccc2nc(COc3ccccc3)[nH]c2c1	-5	i	i	0	3	i	2	i	i	i	i
Nc1cc(=O)[nH]c(SCC(=O)Nc2cccc([N+](=O)[O-])c2)n1	-3	i	i	1	-6	i	-4	i	i	i	i
COc1ccc([C@@H]2OC2(C(N)=O)C(N)=O)cc1	-12	i	i	-3	10	i	-5	i	i	i	i
CCOc1ccc(-c2cc(C(=O)N/N=C(\C)c3cccnc3)c3ccccc3n2)c(OCC)c1	-6	i	i	-2	3	i	3	i	i	i	i
FC(F)Oc1ccc(NC(=S)NNc2ccnc3cc(Cl)ccc23)cc1	-18	i	i	-2	-2	i	1	i	i	i	i
CCOc1cc2[nH]c(=S)n(CCCOC)c(=O)c2cc1OCC	-5	i	i	2	2	i	0	i	i	i	i
CCN1C(=O)N[C@@H](c2ccco2)C(C(C)=O)=C1C	-4	i	i	-3	3	i	-1	i	i	i	i

Next compounds follow.
Molecule	hERG rescue	KCNQ1 inh	KCNQ1 pot	GSK3A inh	DYRK1A inh	KCNK9 inh	GSK3beta inhib	KCNK3 block	PolyA inh	RGS4 block	RGS4 act
Cc1c(C(=O)NCc2ccccc2)oc2c1C(=O)CCC2	-6	i	i	-1	5	i	-2	i	i	i	i
O=C(COC(=O)c1ccccc1F)NC1CCCC1	-2	i	i	-4	-4	i	5	i	i	i	i
O=C1CCC(CCC(=O)N2CCCC(C(=O)c3ccc4c5c(cccc35)CC4)C2)=NN1 (stereo not drawn)	-8	i	i	0	5	i	-1	i	i	i	i
CCn1c(=O)cc(SCC(=O)Nc2ccc(Cl)cc2)c2ccccc21	-5	i	i	-2	10	i	-1	i	i	i	i
CCN(CC)C(=O)CSc1nnc(-c2cccnc2)n1Cc1ccccc1	-7	i	i	-5	6	i	-1	i	i	i	i
Clc1ccc(CSc2ccc(-c3ccco3)nn2)cc1	-5	i	i	-1	x	i	-1	i	i	i	i
CCC(=O)N1CC2(CC(c3cccc(NC(=O)COc4ccc(Cl)cc4)c3)=NO2)C[C@@H]1C(N)=O (stereo partly drawn)	-7	i	i	x	x	i	0	x	x	i	i
Cc1ccc(S(=O)(=O)NC(=O)Nc2ccc(N(C)C)cc2)cc1	0	i	i	2	1	i	1	i	i	i	i
COCCN=C1Sc2nc3cc(C)c(C)cc3cc2CN1Cc1cccs1	-18	i	i	2	3	i	19	i	i	i	i
COc1ccc(C(=O)Nn2c(SCc3cccc([N+](=O)[O-])c3)nc3ccccc3c2=O)cc1	-13	i	i	-3	-9	-12*	-1	i	x	i	i
CCN(CC)CCn1c(NCc2ccco2)nc2ccccc21	-9	i	i	1	2	i	1	i	i	i	i
COc1ccc(Cl)cc1N(CC(=O)N1CCC(C)CC1)S(C)(=O)=O	-13	i	i	-2	1	i	1	i	i	i	i
CCOC(=O)CN(c1ccccc1)S(=O)(=O)c1ccc(F)cc1	-6	i	i	0	-2	i	-1	i	i	i	i
CCn1c(COc2ccc3c(c2)OCO3)nnc1SCC(=O)c1ccc(Cl)cc1	-8	i	i	0	3	i	-4	i	i	i	i
CC1(C)OC(=O)C(=CNC(Cc2c[nH]c3ccccc23)C(=O)O)C(=O)O1 (stereo not drawn)	-8	i	i	-3	-92	i	-1	i	i	i	i

Continued.
Molecule	hERG rescue	KCNQ1 inh	KCNQ1 pot	GSK3A inh	DYRK1A inh	KCNK9 inh	GSK3beta inhib	KCNK3 block	PolyA inh	RGS4 block	RGS4 act
O=C(NCc1cccs1)Nc1cccc(Cl)c1	-7	i	i	1	-3	i	-3	i	i	i	i
CN(C)CC(C)(C)CNC(=S)NCc1ccc2c(c1)OCO2	-5	i	i	-5	5	i	-2	i	i	i	i
O=C(c1cccc(S(=O)(=O)N2CCOCC2)c1)N1CCN(S(=O)(=O)c2cccs2)CC1	-7	i	i	-9	-7	i	0	i	i	i	i
COc1cc(C2C3=C(CC(C)(C)CC3=O)Nc3ccccc3N2C(C)=O)cc(OC)c1OC (stereo not drawn)	-3	i	i	-4	14	i	4	i	i	i	i
CCOC(=O)CNNC(=O)Nc1ccc(Cl)c(Cl)c1	-3	i	i	-4	-4	i	0	i	i	i	i
CCOc1ccc(/C(O)=C2/C(=O)C(=O)N(CCCN3CCOCC3)C2c2ccc(C)cc2)cc1C (stereo not drawn)	-11	i	i	-2	-6	i	5	i	i	i	i
Cc1ccccc1-c1nc(CN2CCC(C(=O)NCc3cccnc3)CC2)c(C)o1	-11	i	i	1	5	i	0	i	i	i	i
S=C(NCc1cccnc1)Nc1ccc(Oc2ccccc2)cc1	2	i	i	0	11	i	2	i	i	i	i
O=C1NC[C@H](c2ccccc2)N(CCC23CC4CC(CC(C4)C2)C3)C1=O	-13	i	i	-1	6	i	1	i	i	i	i
Cc1ccc(Nc2nnns2)cc1C	-11	i	i	-2	15	i	-1	i	i	i	i
Cc1onc(-c2c(Cl)cccc2Cl)c1C(=O)NC1CCCCC1	-5	i	i	1	x	i	-2	i	i	i	i
COc1ccc(CNS(=O)(=O)NCc2ccccc2)cc1OC	-5	i	i	-2	0	i	-5	i	i	i	i
O=C(O)C1CCCN1C1=NS(=O)(=O)c2ccccc21 (stereo not drawn)	0	i	i	1	-4	i	2	i	i	i	i
COc1cc(NS(=O)(=O)c2ccc(NC(=O)NC3CCCCC3)cc2)nc(OC)n1	-10	i	i	-4	-5	i	-1	i	i	i	i
CCOc1ccc(-c2cnc3n2CCC3)cc1	-7	i	i	1	2	i	1	i	i	i	i

(more compounds)
Molecule	hERG rescue	KCNQ1 inh	KCNQ1 pot	GSK3A inh	DYRK1A inh	KCNK9 inh	GSK3beta inhib	KCNK3 block	PolyA inh	RGS4 block	RGS4 act
CCOC(=O)C1=NOC(Cn2cc(C(C)=O)c(=O)[nH]c2=O)C1 (stereo not drawn)	-6	i	i	-1	3	i	0	i	i	i	i
COCCn1c(C)cc(O)c(C(=O)Nc2cccc(Cl)c2)c1=O	-10	i	i	0	3	i	4	i	i	i	i
O=C(Nc1ccn(Cc2ccccc2F)n1)c1ccc(COc2cccc(Br)c2)cc1	-1	i	i	-1	0	i	0	i	i	i	i
O=C(O)c1cc(S(=O)(=O)Nc2ccccc2C(=O)O)ccc1O	-2	i	i	-7	5	i	2	i	i	i	i

Some of the compounds tested. The share of hits here may be higher or lower than overall.
